# EPAC1 antagonist: EPAC1 (human) antagonism; AID 720709; Potency, µM (titrated, usually from 115 µM), for inactives: top-dose activity change, negative = inhibition, actives largely listed as inhibitors; EPAC1 GEF assay, Rap1b-BODIPY-GDP exchange fluorescence; actives 0.14% (n = 360,000);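 further: potency means the concentration at half of the fitted maximal effect; plate controls were vehicle for no effect and positive control for full effect; nearly all actives have a fitted effect of over 50% in size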
# EPAC2 antag: antagonists of human EPAC2 | Potency, µM (doses to about 114 µM), for the others: at the top dose activity, negative = inhibition, usual class: inhibitors | actives 0.18% (n = 360,000) | AID 720708 | Q8WZA2 | EPAC2 GEF exchange of Rap1B-BODIPY-GDP, fluorescence; further: potency means the concentration at half of the fitted maximal effect; on the % scale 0 is the no-effect control and ±100 the full control effect; nearly all actives have a fitted effect of over 45% in size; many of its hits are not listed in these tables
# Target sequence (Q8WZA2 whole entry, looked up): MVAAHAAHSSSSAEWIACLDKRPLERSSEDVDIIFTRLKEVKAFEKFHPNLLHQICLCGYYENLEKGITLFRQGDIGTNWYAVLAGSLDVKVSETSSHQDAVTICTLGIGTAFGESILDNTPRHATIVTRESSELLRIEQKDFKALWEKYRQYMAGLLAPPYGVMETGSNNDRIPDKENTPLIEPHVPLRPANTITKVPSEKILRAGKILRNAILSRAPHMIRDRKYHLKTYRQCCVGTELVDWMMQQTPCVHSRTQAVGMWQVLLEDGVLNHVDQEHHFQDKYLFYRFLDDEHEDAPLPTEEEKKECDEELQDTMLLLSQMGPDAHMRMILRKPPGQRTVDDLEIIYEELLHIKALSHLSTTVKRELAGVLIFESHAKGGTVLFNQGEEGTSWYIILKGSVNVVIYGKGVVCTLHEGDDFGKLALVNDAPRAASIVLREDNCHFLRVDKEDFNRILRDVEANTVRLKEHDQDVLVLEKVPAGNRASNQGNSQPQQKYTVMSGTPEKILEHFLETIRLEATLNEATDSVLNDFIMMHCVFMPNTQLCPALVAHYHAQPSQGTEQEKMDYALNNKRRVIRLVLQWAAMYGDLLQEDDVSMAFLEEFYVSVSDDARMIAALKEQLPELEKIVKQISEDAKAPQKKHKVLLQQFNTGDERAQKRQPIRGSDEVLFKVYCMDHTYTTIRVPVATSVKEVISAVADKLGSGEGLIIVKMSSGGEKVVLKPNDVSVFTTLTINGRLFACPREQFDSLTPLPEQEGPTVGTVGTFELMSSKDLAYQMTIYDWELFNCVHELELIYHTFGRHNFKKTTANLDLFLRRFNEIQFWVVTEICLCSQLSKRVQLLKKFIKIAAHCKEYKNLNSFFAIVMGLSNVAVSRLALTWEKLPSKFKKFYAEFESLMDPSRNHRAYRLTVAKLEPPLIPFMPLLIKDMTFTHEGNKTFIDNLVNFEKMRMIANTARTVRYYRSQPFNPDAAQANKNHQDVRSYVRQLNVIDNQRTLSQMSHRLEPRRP
# CCT chaperon mod: changes cytosolic chaperonin activity; actives 0.3% (n = 360,000); activity change, % (no concentration beside the values), hits read low; purified chaperonin ATPase assay, HTRF ADP detection, 30 min; in the data active means activity change below about -30%; further: on the % scale 0 is the no-effect control and ±100 the full control effect
#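 TRiC (40 or 20 nM final, by batch activity) in 30 mM Tris pH 7.4, 100 mM KCl, 5 mM MgCl2, 1 mM DTT was treated with compound at 76 uM single dose, then 10 uM ATP, 30 min at 37 °C. ADP was read by HTRF Transcreener.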
# PLK1 PBD inh: inhibitors of human PLK1 polo-box domain binding; Plk1 PBD binding of FITC phosphopeptide, fluorescence polarization; Potency, µM, for inactives: max response, negative = inhibition, usual class: inhibitors; actives 2.8% (n = 360,000); further: potency means the concentration at half of the fitted maximal effect; series mostly up to about 57 µM; on the % scale 0 is the no-effect control and ±100 the full control effect; nearly all actives have a fitted effect of over 65% in size
# EPAC1 ag: activates human EPAC1 exchange factor; EPAC1 agonist qHTS, biochemical assay; response scale: 100% = response to 6.5 mM cAMP; Potency, µM (highest dose often 154 µM), without a hit: at the highest dose activation, usual class: activators; actives 0.073% (n = 360,000); further: potency means the concentration at half of the fitted maximal effect; nearly all actives have a fitted effect of over 60% in size
#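 Read-out is the fluorescence drop as BODIPY-GDP leaves Rap1B (480 nm excitation, 540 nm emission), recorded every 5 minutes over 30 minutes. Reactions held 100 nM EPAC1, 250 nM Rap1B–BODIPY-GDP and 50 uM GDP, with 6.5 mM cAMP setting full activation.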
# MmCpn inh: blocks the Methanococcus maripaludis chaperonin Mm-Cpn. Potency, µM (top dose mostly 76.9 µM), for inactives: at the top dose activity, negative = inhibition, hits mostly inhibitors. AID 504842. purified Mm-Cpn ATPase, ADP Transcreener TR-FRET. actives 0.031% (n = 330,000); further: potency means the concentration at half of the fitted maximal effect; on the % scale 0 is the no-effect control and ±100 the full control effect; nearly all actives have a fitted effect of over 80% in size
#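 Purified archaeal chaperonin (25 nM final) was preincubated with compound for 10 min at 37°C, then ATP (10 uM final) was added for 30 min at 37°C in Tris pH 7.4/KCl/MgCl2/DTT buffer. ADP was quantified by HTRF Transcreener TR-FRET.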
# WRN helicase inh: WRN helicase (human) inhibition. Potency, µM (series often up to 114 µM), inactives show at the top dose activity change, negative = inhibition, most hits filed as inhibitors. Q14191. actives 0.46% (n = 360,000). WRN helicase unwinding, fluorescent forked duplex, kinetic; further: potency means the concentration at half of the fitted maximal effect; on the % scale 0 is the no-effect control and ±100 the full control effect; nearly all actives have a fitted effect of over 55% in size
#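 Fluorescence dequenching readout, ex 525 nm/em 598 nm, kinetic mode: forked duplex DNA (100 nM final) with adjacent fluorophore and quencher unwound by WRN (20 nM final) with 2 mM ATP. Compound preincubation 15 min, room temperature.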
# PI5P4K alpha inh: PI5P4K alpha (human) kinase inhibition; P48426; PI5P4Kalpha enzyme, ADP-Glo luminescence, 60 min; active compounds read low; max response, %; actives 1.2% (n = 330,000); AID 652105; active means max response of -50% or lower; inconclusive means between -30% and -50%; inactive means -30% or higher; further: value at the top dose of about 77 µM; on the % scale 0 is the no-effect control and ±100 the full control effect
#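 Compounds were pin-transferred onto PI5P4Kalpha and substrate in HEPES pH 7.4 buffer with EGTA, CHAPS and 5% DMSO. ATP (5 microM final) started the reaction, which ran 60 minutes at room temperature before ADP-Glo detection.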
# Active calls of the source: *; u = inconclusive; x = no result given; [ ] = another dose, or the depositor's remark. Unless noted, the call rests on the fitted dose curve; in most records, active means well fitted curve in the direction sought with a large enough effect; inconclusive means small, poorly fitted or top-dose-only effect, or another doubt; inactive means no such curve, though single readings can be large; an effect the other way counts as inactive or inconclusive.
SMILES,EPAC1 antagonist,EPAC2 antag,CCT chaperon mod,PLK1 PBD inh,EPAC1 ag,MmCpn inh,WRN helicase inh,PI5P4K alpha inh
CCn1c(SCC(=O)NCc2ccc3c(c2)OCO3)nnc1-c1c[nH]c2ccccc12,4.6%,2.1%,2.3,-2.3%,0.4%,-3.6%,-6.8%,-5.3
Oc1ccccc1-c1nc(N2CCN(Cc3ccccc3)CC2)c2ccccc2n1,7.9%,2.5%,-1.2,-3.8%,5.6%,-1.1%,-0.6%,2.2
N#CCCN(C(=O)Nc1ccc(Cl)c(Cl)c1)c1ccccc1,-25.2%,-0.5%,0.1,2.7%,6.8%,2.2%,-21.5%,-1.8
Cc1cn([C@H]2C[C@H](O)[C@@H](CNS(=O)(=O)c3ccc(NS(=O)(=O)N(C)C)cc3)O2)c(=O)[nH]c1=O,13.6%,7.0%,-2.3,-10.8%,-17.1%,x,-1.2%,3.8
O=C1OCC/C1=C\c1ccccc1,5.6%,1.8%,-10.0,-7.9%,8.5%,0.5%,-0.5%,2.1
CCOc1ccc(/C=C2\SC(=S)N(CC(=O)Nc3ccccn3)C2=O)cc1,-26.5%,4.5%,-2.9,-10.5%,11.0%,-1.3%,2.4%,-3.0
Cc1c(Cl)cccc1NC(=S)NC1CCN(C(C)C)CC1,15.8%,1.6%,-2.7,-4.3%,-5.3%,-0.8%,-3.6%,0.7
O=C(c1cc([N+](=O)[O-])ccc1N1CCCCC1)N1CCCC1,-21.7%,-2.2%,-1.0,-8.7%,-8.5%,-0.4%,-3.3%,-1.3
Cc1cc(OCC(=O)OCC(=O)N2CCCCC2)ccc1Cl,1.3%,11.3%,0.3,-1.6%,-0.4%,x,2.5%,-0.4
CCCC(=O)Nc1ccc(Cl)c(NC(=S)NC(=O)c2ccco2)c1,4.8%,10.6%,0.0,-12.3%,-3.3%,1.2%,-34.4%[57.1 µM],-5.6
CC(=O)Nc1ccc(C(=O)Nc2ccncc2)cc1,-23.0%,-11.4%,-2.2,0.6%,-7.2%,-0.7%,1.7%,-1.3
O=C(CCl)N(c1ccccc1)C1CCCCC1,-11.5%,-7.7%,-1.7,-6.7%,-5.2%,2.1%,-8.6%,-0.2
S=C(Nc1ccc(Cl)c(Cl)c1)NN1CCOCC1,-1.5%,12.0%,1.1,-19.8%,-2.1%,1.4%,4.8%,2.4
Cc1ccccc1OCC(O)Cn1c2ccccc2c2ccccc21 (stereo not drawn),-7.3%,-16.0%,1.9,0.7%,15.9%,-7.1%,-20.1%,x
OC(CNCc1ccccc1)COCc1ccc(Cl)cc1 (stereo not drawn),0.4%,-2.3%,-1.4,-8.4%,11.9%,1.1%,-0.2%,1.0
NC(=S)Nn1c(CCC(=O)O)ccc1-c1ccccc1,-16.1%,-20.8%,0.8,-6.6%,-1.0%,1.0%,-4.5%,-1.3
C=C(C)Cn1c(=O)c2c(nc3n2CC(C)CN3Cc2ccccc2)n(C)c1=O (stereo not drawn),10.4%,16.8%,1.2,-14.3%,-4.3%,0.7%,-33.3%,-2.2
CCOC(=O)C1(Cc2cccc(Cl)c2)CCCN(C2CCN(C(C)=O)CC2)C1 (stereo not drawn),-4.9%,-8.8%,-2.7,-5.9%,1.0%,-1.3%[15.4 µM],-1.7%,6.5
CCOc1cc(S(=O)(=O)n2cc(-c3ccc(F)cc3)c(N)n2)cc(OCC)c1OCC,-27.4%,-15.2%,-9.6,-4.9%,13.2%,1.7%,-16.9%,12.2
COc1ccc(-c2cc(C)no2)cc1S(=O)(=O)N(C)c1cccc(C)c1,-11.5%,-28.9%,-0.1,-13.4%,3.2%,-1.0%,-12.9%[57.1 µM],-1.6
CC(=O)Nc1ccc(NC(=O)c2cc(-c3ccc(C)cc3O)n[nH]2)cc1,6.8%,-6.2%,0.3,3.1%,-10.1%,-3.3%,-5.4%,0.8
CCc1ccc2c(c1)C(c1ccc([N+](=O)[O-])cc1)=NNC(c1ccccc1)=N2,11.7%,13.8%,-2.8,-0.6%,8.5%,1.3%,8.6%,1.7
Cn1nc(-c2ccccc2)c(N2CCCCC2)cc1=O,1.8%,-5.0%,-0.2,1.3%,17.0%,-2.6%,2.0%,-0.3
CN(C)c1ccc(C=C2C(=O)OC(C)(C)OC2=O)cc1,-25.2%,1.2%,0.0,u,0.4%,1.2%,-10.9%,8.1
COc1cc(/C=C(/C(=O)c2cccs2)c2nc3ccccc3[nH]2)cc(OC)c1O,u,-0.6%,-1.2,-8.5%,10.7%,-5.4%,-24.6%,-13.0
NS(=O)(=O)c1cccc(NC(=O)COC(=O)c2ccccc2C(=O)c2ccccc2)c1,u,-9.0%,-3.8,-8.6%,3.8%,2.2%,-2.8%,5.2
CCO[C@H]1OC(C(=O)NC2CC2)=C[C@@H](c2ccc3c(c2)OCO3)[C@@H]1CCCO,-12.7%,7.3%,-1.0,-5.7%,7.8%,x,8.3%,-7.0
O=C(O)c1cc(OCc2ccccc2)cc(OCc2ccccc2)c1,11.8%,-4.6%,-0.2,u,6.8%,3.5%,6.5%,13.8
Cc1ccc(NC(=O)C2=C(C(=O)O)CCCC2)cc1F,-9.8%,6.3%,0.1,1.8%,-6.2%,-6.7%,8.8%,0.2
COC(=O)c1ccc2c(c1)S(=O)(=O)NC(=NCCCN1CCOCC1)S2,7.9%,12.8%,-0.4,-3.5%,-1.3%,0.3%,12.0%,-5.1
O=S(=O)(c1ccccc1)N1CCN=C1SCc1ccc(Cl)c(Cl)c1,-4.9%,-12.4%,0.4,-9.5%,0.9%,-0.6%,-6.4%,18.7
Cc1ccc(NC(=O)c2cnn(-c3ccccc3)c2NC(=O)c2ccco2)cc1C,-1.9%,-4.3%,-39.2*,-14.0%,-9.2%,-0.2%,6.9%,-4.6
O=C(NCc1ccc2c(c1)OCO2)C1CCN(S(=O)(=O)N2CCCCC2)CC1,9.8%,10.5%,-0.8,7.6%,0.4%,2.5%,-19.5%[57.1 µM],-0.9
O=CNC(=O)c1ccccc1C(=O)O,-9.1%,4.8%,-0.3,-5.4%,-4.6%,0.6%,12.5%,-4.4
COc1ccc(-c2cc(-c3ccccc3)c(C#N)c(SCC(=O)Nc3ncc(C)s3)n2)cc1,2.7%,1.7%,-1.6,-5.9%,14.2%,u,-4.8%,-1.9
Cc1cccc(C)c1NC(=O)CNC(=O)c1ccc(NS(=O)(=O)c2ccc3[nH]c(=O)[nH]c3c2)cc1,-16.6%,-4.6%,-0.4,-20.4%,1.7%,-1.1%,u,0.4
C[C@H](CO)N1C[C@H](C)[C@H](CN(C)C(=O)c2ccccc2)OCc2cnnn2CCCC1=O,-9.1%,-4.9%,-1.6,-29.9%,-13.2%,x,-0.1%,-6.1
CCC(=O)NCc1csc(-c2cccs2)n1,-33.1%,0.8%,-1.9,-22.4%,-3.1%,2.6%,-7.3%,4.5
CCOc1ccc(/C=C2\SC(=O)N(c3ccc(O)cc3)C2=O)cc1OC,-18.4%,-0.6%,-0.5,-10.7%,2.3%,-2.3%,-4.1%,-1.5
O=C(CCc1nnc(-c2ccc3c(c2)OCO3)o1)NC(c1ccccn1)C(F)(F)F (stereo not drawn),-5.6%,9.8%,-2.2,-12.8%,-4.8%,2.1%,-23.2%,-2.7
Cc1[nH][nH]c(=O)c1C(c1c(C)[nH][nH]c1=O)c1cn(Cc2ccc(Cl)c(Cl)c2)c2ccccc12,-23.5%,-6.3%,-2.2,u,25.6%,-2.0%,-33.4%[57.1 µM],u
NC12NC(=O)C3(O)C4C5CC(C6C5C3C61)C42 (stereo not drawn),2.9%,-3.3%,-4.7,-12.5%,8.6%,3.0%,-10.2%,-8.6
CCCCN(CCCC)C(=O)C1(P(=O)(c2ccccc2)c2ccccc2)CCC1,-3.6%,-8.4%,-2.1,-0.5%,-6.4%,-0.7%,-5.9%,-2.7
COCCn1c(C)cc(C(=O)COC(=O)/C=C/c2cccc(OC)c2)c1C,-9.3%,-7.7%,-5.2,-7.1%,-1.8%,-4.8%,14.1%,0.7
CN(C)c1ccsc1C(=O)NNS(=O)(=O)c1ccc(Cl)cc1,1.4%,1.8%,1.0,-18.4%,-4.1%,x,-1.9%,-3.8
COc1ccc(-c2nn(-c3ccccc3)cc2C(=O)OCC(=O)c2ccc(C)c([N+](=O)[O-])c2)cc1,-3.6%,-5.9%,-0.2,-8.0%,-0.8%,0.1%,-8.1%,10.1
CSCCOC(=O)C1=C(C)NC(=O)CC1c1ccccc1Cl (stereo not drawn),4.8%,-1.4%,1.3,-0.7%,9.4%,-0.6%,0.1%,23.0
COc1ccc(S(=O)(=O)N2CCN(C3CCN(Cc4ccccc4)CC3)CC2)cc1,-2.5%,-2.6%,-1.6,-13.7%,6.6%,0.4%,-1.0%,-3.0
COc1ccc(N(Cc2ccccc2)C(=O)c2ccccc2[N+](=O)[O-])cc1,-8.5%,-1.4%,0.9,-4.5%,11.9%,1.6%,-7.1%,-0.6
COc1ccc(Cn2nnc3ccccc32)cc1,0.3%,10.6%,-0.5,-3.0%,-15.9%,-2.8%,8.0%,2.4
O=C(Nc1oc2ccc(Cl)cc2c(=O)c1-c1ccc(F)cc1)c1ccco1,-2.4%,0.7%,-0.1,-10.1%,2.9%,-3.3%,-1.6%,-7.7
COc1ccccc1CC(=O)N1CCN(c2ccccn2)CC1,-5.8%,0.4%,0.0,0.7%,6.3%,0.0%,0.8%,0.1
Cc1c(Cl)cccc1NC(=S)NCCc1ccccn1,7.6%,3.9%,-1.9,3.7%,-3.4%,0.2%,7.5%,-3.8
O=C(COc1cccc(C(F)(F)F)c1)NCCCN1CCCC1=O,-11.8%,-7.3%,0.7,-11.3%,-6.9%,0.2%,-1.1%,x
Cc1onc(-c2c(Cl)cccc2Cl)c1C(=O)N1CCCCC1,12.4%,3.2%,-0.2,-10.0%,6.1%,0.8%,11.8%,4.1
NC(=O)NS(=O)(=O)Oc1ccccc1,15.6%,8.6%,-5.0,-8.4%,-1.1%,1.0%,1.7%,-6.3

# A draw from above in order of formula weight, largest number first:
SMILES,EPAC1 antagonist,EPAC2 antag,CCT chaperon mod,PLK1 PBD inh,EPAC1 ag,MmCpn inh,WRN helicase inh,PI5P4K alpha inh
O=C(COc1cccc(C(F)(F)F)c1)NCCCN1CCCC1=O,-11.8%,-7.3%,0.7,-11.3%,-6.9%,0.2%,-1.1%,x
Cc1onc(-c2c(Cl)cccc2Cl)c1C(=O)N1CCCCC1,12.4%,3.2%,-0.2,-10.0%,6.1%,0.8%,11.8%,4.1
COc1ccc(Cn2nnc3ccccc32)cc1,0.3%,10.6%,-0.5,-3.0%,-15.9%,-2.8%,8.0%,2.4

# These rows are one share of the data. The share of hits here may be higher or lower than overall.
